TRPM1 prom inh: reduces MITF-dependent TRPM1 promoter luciferase signal. SK-MEL-5 TRPM1 promoter luciferase, 24 h. inhibition, % at 12.5 µM. 0.83% of 330,000 active;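 active = mean inhibition across replicates of 60% or more, whatever share of single replicates reaches that level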; also: values of inactives mirror those of a sister screen read the other way
Peg3 promoter: inhibitors of Peg3 promoter; HeLa PEG-Prom luciferase reporter, luminescence, overnight; inhibition, % at 20 µM; 1.7% of 360,000 active; AID 588405;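 active = inhibition of at least 50% at 20 µM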
CF NFkB block: blocks PAF-induced NF-kB reporter in cystic fibrosis cells; KKLEB NF-kB-GFP reporter, GFP fluorescence overnight; 0.86% of 360,000 active; inhibition, % at 5 µM;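 active = at least 50% inhibition at 5 µM, scaled per plate between neutral and stimulator controls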;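 also: PAF is a Pseudomonas aeruginosa culture filtrate used as stimulus; plate controls were PAF-stimulated DMSO wells for no effect and unstimulated DMSO wells for full effect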
NR2E3 ag-1: human photoreceptor-specific nuclear receptor agonism; CHO-S Gal4-NCOR/VP16-NR2E3 two-hybrid, luciferase; Q9Y5X4; 0.35% of 360,000 active; AID 602229; inhibition of corepressor binding, % at 3.98 µM;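 active = inhibition above the mean of all tested compounds plus 3 SD, cut at about 70% in these data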;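 also: 0% = DMSO with NR2E3 transfected cells and 100% = cells lacking NR2E3 construct; higher means lower luciferase signal from less NR2E3 corepressor binding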
Target sequence (Q9Y5X4 whole entry, looked up, the tested form may be a part): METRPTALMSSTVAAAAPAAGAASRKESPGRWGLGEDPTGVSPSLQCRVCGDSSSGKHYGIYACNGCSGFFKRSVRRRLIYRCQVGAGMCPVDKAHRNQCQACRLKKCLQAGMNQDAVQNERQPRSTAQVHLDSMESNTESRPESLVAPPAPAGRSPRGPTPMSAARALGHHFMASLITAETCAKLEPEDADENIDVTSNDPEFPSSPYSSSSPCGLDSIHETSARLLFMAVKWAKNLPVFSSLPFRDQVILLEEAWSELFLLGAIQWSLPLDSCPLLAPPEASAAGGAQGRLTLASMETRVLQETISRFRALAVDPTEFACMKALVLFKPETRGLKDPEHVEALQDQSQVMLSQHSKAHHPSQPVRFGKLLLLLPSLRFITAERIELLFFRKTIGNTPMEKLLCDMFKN
KKLEB cytotox: CF airway cell cytotoxicity counter-screen; activity change (cytotoxicity), % at 5 µM; AID 602141; KKLEB CF airway cells viability, ATPlite luminescence, overnight; active compounds read low; cells stimulated with P. aeruginosa culture filtrate; 0.36% of 360,000 active;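 active = corrected activity change at or below -50% at 5 µM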
NR2E3 ag-2: agonists of human nuclear receptor NR2E3; Q9Y5X4; GST-NR2E3/biotin-RetCOR TR-FRET, 1536-well; inhibition of corepressor binding, % at 4.78 µM; 0.12% of 320,000 active; AID 2300;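 active = percent inhibition above the cutoff of mean plus 3 SD of all tested compounds, set per screening campaign, cut at about 20% in these data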;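 also: 0% = DMSO wells and 100% = biotin wells as full block of FRET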
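Material: NR2E3–RetCOR corepressor complex | Quantity: 1.35 nM GST-tagged NR2E3 final | Schedule: 5 h at 4 °C | Replication: Singlicate compound wells | Reagent: RetCOR corepressor, biotinylated, 7 nM | Controls: Biotin wells as high control, 0.6% DMSO wells as low control | Signal: TR-FRET, Eu(K)-anti-GST donor, streptavidin-D2 acceptor, ex 340, em 617/671 nm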
HIF-2a block: blocks HIF-2a reporter activity. 786-0 RCC cells HIF-2a reporter, luciferase luminescence, overnight. inhibition, % at 18.8 µM. 0.72% of 360,000 active. AID 624352;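 active = inhibition of the luminescence signal of 40% or more relative to plate controls, in a single-dose primary screen at 18.75 µM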
TWEAK-Fn14 inh: inhibitors of TWEAK-Fn14 interaction signaling. 2% of 360,000 active. AID 1159606. TWEAK-stimulated Fn14 reporter cells, luciferase luminescence, 8 h. inhibition, % at 10 µM; in the data active = inhibition above about 50%
iPSC survival up: increases survival of single human iPS cells; hiPSC single-cell survival, ATPlite luminescence; 100% = ROCK inhibitor wells, 0% = DMSO; survival enhancement, % at 20 µM; 0.044% of 360,000 active; AID 602274; in the data active = survival enhancement above about 18%;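 also: cells exposed to compounds for 16 hours before the ATP read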
Shn3 inh set2: inhibitors of Schnurri-3 3'UTR reporter in osteoblasts; AID 588674; Clone20 osteoblast Shn3 3'UTR firefly luciferase, 24 h; inhibition, % at 12.5 µM; 0.52% of 360,000 active;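 active = mean inhibition of at least 75% with every replicate also reaching 75%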;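 also: 0% = median of neutral control wells and 100% = pilot-screen positive control compound; some compounds past the cut are filed as inactive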
aDG glyco up: alpha-DG glycosylation activation. activation, % at 10 µM. Pro5-aDG cells, alpha-DG glycosylation AlphaScreen (IIH6); 0% Pro5, 100% B10-LARGE cell signal. 0.22% of 360,000 active;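 active = activation of at least 8% versus controls, or a plate z-score of at least 8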;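 also: Pro5 are CHO cells carrying HIG-tagged alpha-DG that lacks glycosylation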
Active calls of the source: *; · = not tested or not shown.

The opening 2 records (preview)
SMILES	TRPM1 prom inh	Peg3 promoter	CF NFkB block	NR2E3 ag-1	KKLEB cytotox	NR2E3 ag-2	HIF-2a block	TWEAK-Fn14 inh	iPSC survival up	Shn3 inh set2	aDG glyco up
CCOC(=O)c1c(N)sc(C(O)(C(F)(F)F)C(F)(F)F)c1-c1ccc(Cl)cc1	8	44	1	-20	10	-1	17	21	-0.9	23	-0.1
COCC(C)N1CCC(Oc2ccc(C(=O)N3CCCC3)cc2)CC1 (stereo not drawn)	-5	-5	14	6	3	4	10	-9	0.2	-3	-0.2

This part in full, from the start:
SMILES	TRPM1 prom inh	Peg3 promoter	CF NFkB block	NR2E3 ag-1	KKLEB cytotox	NR2E3 ag-2	HIF-2a block	TWEAK-Fn14 inh	iPSC survival up	Shn3 inh set2	aDG glyco up
CCOC(=O)c1c(N)sc(C(O)(C(F)(F)F)C(F)(F)F)c1-c1ccc(Cl)cc1	8	44	1	-20	10	-1	17	21	-0.9	23	-0.1
COCC(C)N1CCC(Oc2ccc(C(=O)N3CCCC3)cc2)CC1 (stereo not drawn)	-5	-5	14	6	3	4	10	-9	0.2	-3	-0.2
O=C(Cn1ncn2c(cc3sccc32)c1=O)NC1CCCC1	3	-17	-2	-26	8	1	2	-13	1.1	-24	0.0
COc1cc(C)ccc1S(=O)(=O)NC(=O)C1(C)CCN1C(=O)COc1ccc(Cl)cc1 (stereo not drawn)	·	-1	10	14	0	·	12	7	0.7	17	0.1
O=C(c1ccc([N+](=O)[O-])cc1)N1CCN(C(=O)c2cccnc2)CC1	10	15	-8	-5	8	4	16	-11	-0.5	-20	-0.1
Cc1cccc(Cc2c(C)[nH]c(=O)c(C#N)c2C)c1	-7	3	-16	2	3	-1	11	-8	-0.1	-42	-0.2
CC(C(=O)N1CCc2ccccc21)N(C)CC(=O)Nc1ccc(F)cc1 (stereo not drawn)	-14	17	-12	4	-7	1	9	-17	0.9	22	0.3
Cc1noc(C)c1S(=O)(=O)N(C)CC(=O)NCc1ccccc1	8	12	-24	3	0	1	4	-17	2.7	-8	-0.3
CSCCC(NC(=O)COc1ccccc1)C(=O)OCCOc1ccc(F)cc1 (stereo not drawn)	-2	-1	2	-5	7	-1	14	-2	0.2	-12	0.4
CCN(Cc1nc2ccccc2c(=O)[nH]1)Cc1cc(=O)oc2cc(C)c(C)cc12	6	24	-14	4	-4	-2	11	24	-1.2	11	-0.5
COc1ccc(CN2CCN(CCc3ccccc3)C(CCO)C2)cc1Cn1cncn1 (stereo not drawn)	9	6	6	27	1	2	10	6	-1.1	-7	0.1
Cc1cc(OCCN2CCOCC2)ccc1[N+](=O)[O-]	-37	-85	-17	-17	-3	-1	-150	13	-1.7	-26	0.0
N/C(COc1ccc(C(=O)O)cc1)=N\O	-1	-13	-1	-45	1	2	-3	-11	2.3	-5	0.0
O=C(Oc1ccc(-c2ccccc2)cc1)N1CCCCC1	-123	-331	4	-116	7	0	-255	-20	-1.4	-42	1.8
CCCCOc1ccc(C(=O)N(C)CC(=O)Nc2ccc(C)cc2)cc1	8	9	-6	-2	-2	-3	8	2	0.2	12	-0.2
CCN1CCN(C(c2cccs2)C(C)NC(=O)c2cccc(OC)c2OC)CC1 (stereo not drawn)	-11	8	2	-24	-3	1	-6	-2	-0.2	1	0.0
Cc1nc(CS(=O)(=O)c2ccc(Cl)cc2)cc(N2CCOCC2)n1	7	11	4	-17	1	1	16	-23	-2.5	11	-0.1
Cc1nc(SCc2ccc(C(=O)O)cc2)c2c(C)c(C)sc2n1	10	12	-6	20	12	1	4	-22	-0.5	26	0.3
Cc1ccc(C)c(N2CCN(S(=O)(=O)c3ccc4c(c3)CCN4C(=O)CCC(=O)O)CC2)c1	6	8	6	-27	-3	1	8	-10	2.2	3	-0.1
CCOC(=O)c1c(C)[nH]c(C)c1C(=O)CSc1nnc(-c2ccncc2)n1Cc1ccccc1	12	14	12	-11	-19	-1	13	-13	-2.0	-2	0.1
COc1ccccc1CNC(=O)COc1cccc(-n2cnnn2)c1	1	-10	-3	-14	2	-1	4	13	-0.3	-13	0.0
O=C(Nc1ccccc1)/C(=C/c1ccc([N+](=O)[O-])cc1)NC(=O)c1ccco1	-4	35	3	-3	-1	7	9	-6	-0.3	10	0.0
O=C(CN1CCOCC1)N/N=C/c1c(O)ccc2ccccc12	1	16	15	-6	1	4	-11	-6	-0.6	85	0.5
CC(C)N1C(=O)CC(Nc2ccc(N3CCOCC3)cc2)C1=O (stereo not drawn)	-17	-53	-12	-32	-11	4	-123	0	-2.4	-19	-0.1
Cc1nonc1OCCn1c([N+](=O)[O-])cnc1C	8	11	-2	-17	12	3	10	0	0.9	-16	-0.2

Reformatted as labelled records: entries from further up.
> Cc1nc(CS(=O)(=O)c2ccc(Cl)cc2)cc(N2CCOCC2)n1
  TRPM1 prom inh: 7; Peg3 promoter: 11; CF NFkB block: 4; NR2E3 ag-1: -17; KKLEB cytotox: 1; NR2E3 ag-2: 1; HIF-2a block: 16; TWEAK-Fn14 inh: -23; iPSC survival up: -2.5; Shn3 inh set2: 11; aDG glyco up: -0.1
> Cc1nc(SCc2ccc(C(=O)O)cc2)c2c(C)c(C)sc2n1
  TRPM1 prom inh: 10; Peg3 promoter: 12; CF NFkB block: -6; NR2E3 ag-1: 20; KKLEB cytotox: 12; NR2E3 ag-2: 1; HIF-2a block: 4; TWEAK-Fn14 inh: -22; iPSC survival up: -0.5; Shn3 inh set2: 26; aDG glyco up: 0.3

Next section:
SMILES	TRPM1 prom inh	Peg3 promoter	CF NFkB block	NR2E3 ag-1	KKLEB cytotox	NR2E3 ag-2	HIF-2a block	TWEAK-Fn14 inh	iPSC survival up	Shn3 inh set2	aDG glyco up
COc1ccc(S(=O)(=O)Nc2ccc(NC(C)=O)cc2)cc1[N+](=O)[O-]	7	5	4	2	-10	2	14	6	-0.7	6	0.0
Cc1cc(C(=O)N2CCCC(N3CCN(c4cccc(Cl)c4)CC3)C2)no1 (stereo not drawn)	-10	-5	18	-30	-11	0	-5	-2	-0.3	3	0.1
Cc1ccc2nc(SCC(=O)Nc3ccc(C)c([N+](=O)[O-])c3)[nH]c2c1	18	3	1	15	2	2	0	-23	-0.7	-8	-0.1
COc1ccc(-c2ccc3oc(-c4ccc(OC)cc4)c(-c4cc(OC)c(OC)c(OC)c4)c3c2)cc1	7	3	1	26	5	2	10	-2	0.5	-5	0.1
COc1ccc(/C=C2/C(=O)N=C3SCCN32)cc1	9	-3	11	-15	1	1	-37	-9	5.3	9	-0.1
O=C(NCCCN1CCCC1=O)c1ccc(NS(=O)(=O)c2ccc(F)cc2)cc1	4	11	-24	-32	10	1	5	3	-0.4	1	0.2
CC(C)CNc1nc(Oc2ccc(=O)[nH]n2)nc(N2CCOCC2)n1	2	9	-14	-14	8	0	14	3	0.4	-13	-0.5
COc1ccccc1NC(=O)c1ccc(S(=O)(=O)N(C)c2ccccc2)cc1	-2	18	-16	2	11	2	-2	0	-0.3	7	0.1
COC(=O)Cn1cc([N+](=O)[O-])nc1C	-4	2	-3	2	2	1	6	6	-1.1	4	-0.7
COc1cc(O)c(C(CCN2CCCC(C)C2)c2ccc3c(c2)OCO3)c(OC)c1 (stereo not drawn)	-19	-9	-5	-6	4	4	-2	3	-3.4	2	-0.2
Cc1cc(C)c2c(c1)C(=O)/C(=C/c1ccc(C(=O)O)cc1)CC2	-20	-127	1	-30	11	2	-120	-39	0.4	-17	0.0
Cc1cc(NC(=O)CSc2nc(C3CC3)nc3sc(C)c(C)c23)no1	28	31	45	-1	-29	5	-11	-8	1.3	-20	0.0
CC(C)CC(NC(=O)C1CCCCC1)C(=O)N1CCN(c2ccccn2)CC1 (stereo not drawn)	-6	8	4	7	0	4	7	-16	3.3	2	0.1
CCCC(=O)Nc1ccc(C2C(=O)c3ccccc3C2=O)cc1	-6	-68	5	-31	9	-1	-136	-7	-0.5	7	-0.2
COc1ccccc1-n1c(SCC(=O)NC2CC2)nc2ccccc2c1=O	4	9	2	-22	-7	3	7	17	0.2	-11	0.2
CCOc1ccc(OCCN2CCCCC2)cc1	-4	5	-1	-3	0	-2	-12	-11	-2.4	-2	0.0
CCOC(=O)[C@@H]1[C@H]2COc3cc(OC)ccc3[C@@H]2N2C(=O)N(c3cccc(Cl)c3)C(=O)[C@]12C	3	7	20	-23	-1	2	6	-29	-2.7	8	0.1
CN1CCC[C@H]1CCNc1ccc2c(=O)c3ccccc3n(C)c2c1	-53	-254	-68	-41	-1	·	-228	-44	-0.1	-84	-0.2
CC1Cc2ccccc2N1C(=O)CSc1nc2ccccc2s1 (stereo not drawn)	6	-51	2	-57	5	-1	-107	-18	-0.6	-30	-0.2
CCn1c2ccccc2c2cc(NC(=O)COC(=O)c3ccccc3F)ccc21	-4	-20	0	-27	4	10	-13	-13	2.9	-17	0.0
Cc1ccc2c(c1)C(=O)C(=O)N2CC(=O)Nc1ccccc1NC(=O)c1ccccn1	2	17	-29	-26	9	3	8	2	-0.5	-10	0.0
COC(=O)CSC(C(=O)Nc1ccc(C)c(C)c1)c1ccccc1 (stereo not drawn)	-27	-46	-12	-4	4	0	-90	0	-1.7	-22	0.1
O=C(C[C@H]1C[C@H]2c3cc(NC(=O)CC4CC4)ccc3O[C@H]2[C@H](CO)O1)NCc1ccccc1F	·	2	-9	-36	-7	·	5	-14	-0.1	13	0.8
COCCN(CC(=O)Nc1cccc(C)c1)S(=O)(=O)c1ccc(S(=O)(=O)N2CCCC2)cc1	3	25	-5	-5	0	0	11	0	4.5	3	0.5
O=C(CSc1nnc(NC(=O)C2CC2)s1)NCc1ccco1	-3	6	1	-4	6	-1	9	12	0.3	-13	0.0
O=C(NC(C(=O)N/N=C/c1cc([N+](=O)[O-])ccc1O)c1n[nH]c(=O)c2ccccc12)c1ccccc1 (stereo not drawn)	5	-13	3	-7	9	2	7	-13	-0.4	3	-0.1

Single entries from the entries so far.
CC(C)CC(NC(=O)C1CCCCC1)C(=O)N1CCN(c2ccccn2)CC1 (stereo not drawn) – iPSC survival up = 3.3
CCn1c2ccccc2c2cc(NC(=O)COC(=O)c3ccccc3F)ccc21 – iPSC survival up = 2.9
COc1ccccc1NC(=O)c1ccc(S(=O)(=O)N(C)c2ccccc2)cc1 – iPSC survival up = -0.3
COc1ccc(/C=C2/C(=O)N=C3SCCN32)cc1 – TRPM1 prom inh = 9
CCCC(=O)Nc1ccc(C2C(=O)c3ccccc3C2=O)cc1 – KKLEB cytotox = 9

Screening results deposited in PubChem by several laboratories.
